# NCI-60 one-dose screen, 48 h, at 10 µM unless noted. Numbers give growth in % (100 = growth as untreated, 0 = no growth, -100 = all killed).
# SN12C: SN12C renal cancer cells; hit rate 3.8% among 81,000; AID 1794767
# RXF 393: RXF 393 renal cancer cells; hit rate 6.9% among 77,000; AID 1794773
# UO-31: UO-31 renal cancer | AID 1794768 | hit rate 5.2% among 81,000
# 786-0: 786-0 renal cancer cells | AID 1794775 | hit rate 5.1% among 81,000
# CAKI-1: CAKI-1 renal cancer; hit rate 4.7% among 75,000
# A498: A498 renal cancer cells | hit rate 5.4% among 76,000 | AID 1794774
# TK-10: TK-10 renal cancer cells; hit rate 3.9% among 81,000; AID 1794769
# U251: U251 CNS tumor cells; hit rate 5.4% among 80,000; AID 1794753
# ACHN: ACHN renal cancer; hit rate 4.9% among 81,000
# * = called active by the depositor; . = no result given; & = joins results of further samples. How the source made its calls: active means growth percent below 10; inactive means the rest. These rows are one share of the data. The share of hits here may be higher or lower than overall.
SMILES,SN12C,RXF 393,UO-31,786-0,CAKI-1,A498,TK-10,U251,ACHN
O=c1[nH]cnc2nc(-c3ccc(N(CCCl)CCCl)cc3)[nH]c12,70,92,61,74,49,113,75,74,40
Fc1ccc(C2=CCNCC2)cc1,73,98,85,79,79,88,86,97,108
O=C1NC(=S)NC(=O)C1=Cc1cccnc1,105,121,103,105,105,.,120,99,102
CN1C2CCC1CC(OC(=O)c1ccccc1)C2 (configuration not stated),116,111,94,149,92,68,.,103,104
C=CCNP(=O)(OCC)OCC,104,93,77,99,99,.,107,99,102
Cc1ccc(-c2nc3c(s2)CC[C@@]2(C)C3=CC[C@@H]3[C@@H]2CC[C@]2(C)C(=O)CC[C@@H]32)cc1,104,102,82,108,83,.,109,103,103
NNC(=O)c1cccnc1,101&110,102&115,95&102,94&108,101,76&97,98&89,100&90,106&108
CC(=O)O[C@@H]1CC[C@]2(C)[C@H]3CC[C@]4(C)[C@@H](OC(C)=O)CC[C@H]4[C@@H]3C[C@@H]3SC(c4cccc(C)c4)N[C@@]32C1 (some centres not stated),102,116,95,111,86,105,97,89,107
O=C(O)c1[nH]c(=O)[nH]c(=O)c1F,96,103,66,105,67,83,79,87,77
CN1CC2CC(C1)c1cccc(=O)n1C2 (configuration not stated),102,107,90,100,.,106,97,92,110
Cc1ccc(/C=C/C(=O)O)cc1-c1cc2c(cc1C)C(C)(C)CCC2(C)C,83,91,70,90,82,92,100,81,75
CC[C@@H](C)C(=O)O[C@H]1[C@H](O)[C@H]2[C@@H](CN3C[C@@H](C)CC[C@H]3[C@@]2(C)O)[C@@H]2C[C@]34O[C@]5(O)[C@@H](OC(=O)[C@@](C)(O)CC)CC[C@@]3(C)[C@@H]5[C@@H](OC(C)=O)[C@@H](OC(C)=O)[C@H]4[C@@]21O,97,94,82,101,100,102,106,92,101
Nc1cc(N)nc(N)n1,106,111,89,100,96,82,94,96,106
COC(=O)CCNCCCCCCN1CC1,113,111,76,107,90,95,114,99,106
CC(C)(C)N1CC1C#N (configuration not stated),103,107,92,99,93,105,98,100,101
O=C(N/N=C\c1ccc(N(CCCl)CCCl)cc1)c1cccnc1,70,105,85,96,75,93,101,92,101
CCCN(N=O)C(=O)OCC,105,96,92,110,105,91,105,100,103
CC[C@]12C=CCN3CC[C@@]4(c5ccc(OC)cc5N(C)[C@H]4[C@@](O)(C(=O)OC)[C@@H]1OC(=O)CCCC[P+](c1ccc(OC)cc1)(c1ccc(OC)cc1)c1ccc(OC)cc1)[C@@H]32,-95*,-90*,15,-93*,-79*,-55*,-88*,-96*,-49*
O=C(O)C1CC2CC1C1C2C2(Cl)C(Cl)=C(Cl)C1(Cl)C2(Cl)Cl (configuration not stated),91&89,103&126,92&85,104&100,83,66&82,89&101,85&90,92&94
COC(=O)/C(=C(/C)c1ccco1)P(=O)(OC)OC,89,102,92,104,101,110,100,90,105
OCC(O)[C@H]1O[C@@H]2O[C@H](C(Cl)(Cl)Cl)O[C@@H]2[C@H]1O (some centres not stated),96,124,81,97,86,109,104,103,100
O=c1c2ccccc2c2c3n1CCCNC3CCC2 (configuration not stated),98,106,85,98,95,111,87,100,99
CCCC(C)COC(N)=O (configuration not stated),93,106,89,99,98,104,99,98,102
CCCCn1cc(C(=O)/C(C#N)=C/c2cc3ccccc3nc2Cl)c2ccccc21,74,.,61,95,70,100,102,81,86
CCSCC1CC(O)(c2c(C)nn(Cc3ccccc3)c2C)C(=O)O1 (configuration not stated),106,128,107,115,99,141,150,110,104

# For reference, 12 of the compounds above.
SMILES,SN12C,RXF 393,UO-31,786-0,CAKI-1,A498,TK-10,U251,ACHN
COC(=O)CCNCCCCCCN1CC1,113,111,76,107,90,95,114,99,106
CC(C)(C)N1CC1C#N (configuration not stated),103,107,92,99,93,105,98,100,101
O=C(N/N=C\c1ccc(N(CCCl)CCCl)cc1)c1cccnc1,70,105,85,96,75,93,101,92,101
CCCN(N=O)C(=O)OCC,105,96,92,110,105,91,105,100,103
CC[C@]12C=CCN3CC[C@@]4(c5ccc(OC)cc5N(C)[C@H]4[C@@](O)(C(=O)OC)[C@@H]1OC(=O)CCCC[P+](c1ccc(OC)cc1)(c1ccc(OC)cc1)c1ccc(OC)cc1)[C@@H]32,-95*,-90*,15,-93*,-79*,-55*,-88*,-96*,-49*
O=C(O)C1CC2CC1C1C2C2(Cl)C(Cl)=C(Cl)C1(Cl)C2(Cl)Cl (configuration not stated),91&89,103&126,92&85,104&100,83,66&82,89&101,85&90,92&94
COC(=O)/C(=C(/C)c1ccco1)P(=O)(OC)OC,89,102,92,104,101,110,100,90,105
OCC(O)[C@H]1O[C@@H]2O[C@H](C(Cl)(Cl)Cl)O[C@@H]2[C@H]1O (some centres not stated),96,124,81,97,86,109,104,103,100
O=c1c2ccccc2c2c3n1CCCNC3CCC2 (configuration not stated),98,106,85,98,95,111,87,100,99
CCCC(C)COC(N)=O (configuration not stated),93,106,89,99,98,104,99,98,102
CCCCn1cc(C(=O)/C(C#N)=C/c2cc3ccccc3nc2Cl)c2ccccc21,74,.,61,95,70,100,102,81,86
CCSCC1CC(O)(c2c(C)nn(Cc3ccccc3)c2C)C(=O)O1 (configuration not stated),106,128,107,115,99,141,150,110,104

# Next section
SMILES,SN12C,RXF 393,UO-31,786-0,CAKI-1,A498,TK-10,U251,ACHN
CNC(=O)Oc1c(C)[nH]ccc1=O,101,108,107,109,111,83,107,97,98
CCN(CC)CC(O)c1ccccc1 (configuration not stated),112,111,87,107,105,91,104,100,105
O=[N+]([O-])c1ccc2sc3ccccc3c2c1,95,104,99,96,97,80,102,103,109
Cc1cc(Br)c(O)c(Br)c1,105,100,110,102,108,95,108,105,105
COc1ccccc1-n1c(C)nc2ccccc2c1=O,106,115,86,103,101,87,90,96,114
c1ccc(N=NNc2ccccc2)cc1,100,116,81,102,95,77,112,98,98
N#Cc1c(N)nc2c(c1N)C(c1ccc(Br)cc1)c1ccc3ccccc3c1O2 (configuration not stated),108,101,85,103,105,96,115,102,111
CC1(C)N=C(N)N=C(N)N1c1ccc(CCC(=O)Nc2ccc(S(=O)(=O)F)cc2)cc1,33,47,82,21,29,60,24,.,64
N#CSCC1CC(O)(c2cn(C(=O)c3ccc(Cl)cc3)c3ccccc23)C(=O)O1 (configuration not stated),93,99,72,98,79,120,112,100,98
Cc1cc(Cl)ccc1S(=O)(=O)F,101,.,96,107,92,102,105,.,101
CC(C)CN(CCc1ccccn1)CC(C)C,101,110,95,107,.,97,103,105,.
COC(=O)C1C2c3ccccc3C(c3ccccc32)C1(C)C(=O)OC (configuration not stated),107,117,100,102,100,95,110,105,107
O=C1CN=C(c2ccc[nH]2)c2cc(Cl)ccc2N1,89,99,94,110,72,97,103,70,91
Nc1ccc(N=Nc2ccc(-c3ccc(N=Nc4c(S(=O)(=O)O)cc5cc(S(=O)(=O)O)c(N=Nc6ccccc6)c(O)c5c4N)cc3)cc2)c(N)c1,103,114,81,102,.,105,105,104,106
CN1C(=O)C(=Cc2cn(CCCCCCn3c4ccccc4c(=O)c4ccccc43)c3ccccc23)C(=O)N(C)C1=O,104,115,66,97,.,110,111,99,93
O=C1NC(=O)C(=Cc2cn(C(=O)c3ccccc3)c3ccccc23)C(=O)N1,92,45,64,101,93,115,138,102,93
CN1[C@@H](CCc2ccc(O)cc2)CCC[C@H]1CCc1ccc(OCCF)cc1,101,96,75,97,92,107,97,101,94
Cc1ccc(OC(=O)Cc2ccccc2)cc1,103,.,96,108,.,130,117,112,119
CNCC(Cl)c1ccc(OC(C)=O)cc1 (configuration not stated),87,106,65,105,86,81,92,100,74
N#CC(C#N)=Cc1ccccc1[N+](=O)[O-],99&86,103&103,87&88,104&101,99&95,109&93,133&104,96&101,100&99
C=CCOC(Cn1ccnc1)c1ccc(Cl)cc1Cl (configuration not stated),99&93,106,72&92,104&101,92&73,89&80,107&97,93,104
CCOP(=O)(NC[C@H]1O[C@](O)(CO)[C@@H](O)[C@@H]1O)OCC,100,96,70,100,.,100,97,101,103
N#Cc1ncc(/N=C/c2ccc(N(CCCl)CCCl)cc2)s1,56,85,35,29,7.4*,88,93,81,34
CCCCCCCCCCC(C(=O)c1ccccc1)N1CCOCC1 (configuration not stated),103,108,80,102,95,81,95,99,112
Cc1cccc(C)c1NC1=NCCCS1,73,109,82,107,88,105,113,100,.

# (further entries)
SMILES,SN12C,RXF 393,UO-31,786-0,CAKI-1,A498,TK-10,U251,ACHN
Cc1cccc(C[N+](C)(C)C)c1C,98,119,86,107,104,.,108,98,107
ClCCN1CCCCCC1,97,110,94,99,94,85,109,96,96
CC(C)N=C([Se])NC(=O)c1ccccc1,-60*,-84*,-99*,-94*,-81*,-29*,-71*,-59*,-51*
C#CC1(O)CCCCC1,89,105,77,96,99,91,93,104,129
COc1ccc(O)c(CNC(=O)CN2CCCC2=O)c1,98,109,99,105,97,94,105,103,100
O=C(CCc1ccco1)NC1CCN(CC2(c3ccc(Cl)cc3)CCC2)CC1,5.6*,28,11,20,5.6*,-15*,-0.2*,7.3*,14
Fc1cccc(NCOOC2(OOCNc3cccc(F)c3)CCCCC2)c1,103,108,-58*,85,52,92,91,102,95
Cc1ccc(N)c(N)c1,104,112,62,110,92,126,109,100,94
CN(C)P(=O)(N(C)C)N1CC1,100,114,86,103,90,88,98,100,123
CC(=O)C(CN1CCCCC1)C(c1ccccc1)c1c(O)c2ccccc2oc1=O (configuration not stated),97,103,90,101,100,90,104,105,101
O=C(O)c1c(Cl)c(Cl)c(Cl)c(Cl)c1C(=O)O,98,108,81,101,118,115,128,104,107
Nc1ncn[nH]1,99&101,107&112,102&96,99&101,102&103,100&91,115,97&101,104&101
c1ccc2c(c1)-c1ccccc1C1NC21 (configuration not stated),80,81,61,106,84,83,125,94,85
Oc1ccc(Cl)cc1,92&98,92&122,82&88,99&94,101&102,116&105,105&99,99&105,99&92
CCOC(=O)C(NC(=O)C(Cc1ccc(N(CCCl)CCCl)cc1)NC(C)=O)C(C)C (configuration not stated),76,96,83,89,41,107,95,74,43
C[C@@H]1C/C=C\C(=O)O[C@H](/C=C/C#C/C=C/C(C)(C)[C@@H](O)c2cccc(O)c2Br)[C@@H](C)/C=C/[C@H](C)C[C@H](OC(N)=O)C1,36,27,3.1*,37,6.1*,41,43,25,35
CCCCCCCC[N+]1(C)CCCC1c1cccnc1 (configuration not stated),91,117,74,105,103,85,96,83,104
CCN(CCCl)Cc1c2ccccc2cc2ccccc12,90,99,70,94,88,89,103,97,91
Cc1ccccc1N1CCN(CCC#N)CC1,98,84,79,100,85,103,110,98,103
ClCCN(CCCl)c1ccc(C=NCCc2c[nH]c3ccccc23)cc1,63,56,61,63,24,2.0*,88,73,44
Cc1nc(N)sc1Sc1nc2ccc(Cl)cc2c(=O)n1-c1ccccc1,105,104,67,108,116,93,126,103,96
O=C1NC(=O)C(=C/C=C/c2ccccc2)C(=O)N1,-11*,-91*,-64*,-25*,-13*,106,15,7.6*,2.5*
O=C(CCCN1CCC2(CC1)C(=O)NCN2c1ccc(F)cc1)c1ccc(F)cc1,98,102,84,101,121,106,102,102,108
CCn1cc(C(O)CN(C)C)c2ccccc21 (configuration not stated),103,99,90,104,95,104,107,102,103
O=[N+]([O-])c1cccc(SC(Cl)(Cl)Cl)c1,98,122,91,109,101,92,96,90,102

# (list continues)
SMILES,SN12C,RXF 393,UO-31,786-0,CAKI-1,A498,TK-10,U251,ACHN
Cc1cc2c(cc1C)NP(=S)(c1ccccc1)N2,103,117,75,101,96,104,106,104,106
O=C(Nc1ccc(O)cc1)C(Cl)(Cl)Cl,95,107,93,95,90,.,106,95,104
CCC(O)(CN)c1ccccc1 (configuration not stated),.,110,90,98,96,87,101,94,105
CCOC(=O)c1ccc(N(CCOS(C)(=O)=O)CCOS(C)(=O)=O)cc1C,85,104,89,89,48,81,91,71,73
O=C1C=C(N2CC2)c2ccccc2C1=O,51,86,54,104,32,102,118,65,21
C=CCSc1nc2ccccc2c(=O)n1-c1cc(OC)c(Cl)cc1OC,101,87,68,91,66,105,100,90,.
N#Cc1c(N)nc2c(c1N)C(c1ccccc1)NC(=S)N2 (configuration not stated),104,119,88,106,.,109,111,102,.
CC(C)OP(=S)(OC(C)C)SC(=O)N(C)C,104,138,88,101,98,104,103,104,104
C=CC[n+]1ccc(-c2cc[n+](CC=C)cc2)cc1,103,100,95,109,94,100,126,89,103
Cc1ccc(Cl)c(-n2c(=S)[nH]c3ccccc3c2=O)c1,96,99,82,98,93,79,103,97,96
CC(C)N=C([Se])NC(=O)c1cccs1,-21*,22,12,2.0*,31,37,56,12,47
Cc1ccc(CC(N)c2ccccc2)cc1 (configuration not stated),95,75,59,88,92,91,93,100,103
C1CCC(NC2CCCC2)CC1,105,111,.,.,112,85,110,109,97
CCNC(C)(C)C(=O)c1ccco1,102,113,90,99,102,94,117,100,100
CC1(C)CC(=O)CC(C)(C)N1N=O,106,136,91,109,100,106,92,118,103
O=C1N=c2ccccc2=C/C1=C\c1c(O)[nH]c(=S)[nH]c1=O,104,116,79,103,95,106,99,104,106
C[C@]12CC(C=O)=CC[C@@H]1CC[C@@H]1[C@@H]2CC[C@]2(C)[C@@H](O)CC[C@@H]12,103,111,84,102,106,91,91,101,94
Cc1cc(C(C(N)=O)c2ccccc2)ccc1N(CCCl)CCCl (configuration not stated),103,112,97,105,99,109,112,100,105
CC(C#N)N1CCN(c2ccccc2Cl)CC1 (configuration not stated),89,98,110,87,.,113,102,95,105
Oc1ccc(O)c(Cl)c1,100&90,113&93,75&57,112&108,101&93,99&109,110&124,101&95,101&96
Cc1ccc2oc(=O)c3c(c2c1)OC(/N=C/N(C)C)=C(C#N)C3c1ccco1 (configuration not stated),100,.,83,101,89,85,107,104,101
Cc1c(C(=O)O)nnn1C1CC2CCC1C2 (configuration not stated),99,112,76,102,97,68,94,94,99
